ABHD5 PLIN5 PPI – blocks binding of human ABHD5 to perilipin-5 | Split G. princeps luciferase complementation, luminescence, 4 h | inhibition, % at 4 µM | AID 602281 | 360,000 compounds, 0.78% hits | Q00G26+Q8WTS1;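 active = inhibition above the mean inhibition across every tested compound plus 3 SD, cut at about 22% in these data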;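 note: 0% = DMSO only wells and the 100% control is not disclosed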
NOD2-RIPK2 inh – inhibitors of human NOD2-RIPK2 interaction; O43353; CHO BLA complementation NOD2-RIPK2, CCF4 ratio; inhibition, % at 4.98 µM; 360,000 compounds, 0.38% hits; AID 624267; in the data active = inhibition above about 21%;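 note: 0% = vehicle only and 100% = reference blocker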
N-glyco inh – blocks N-linked glycosylation in D54 reporter cells. D54 ERlucT glycosylation luciferase reporter, 24 h; percent of 100 nM tunicamycin response. reporter increase, % at 12.5 µM. AID 588692. 360,000 compounds, 0.23% hits;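 active = mean luciferase reporter signal, scaled so untreated is 0 and the glycosylation-blocking control 100, at or above a set limit in every replicate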;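 note: luciferase carries N-glycosylation sites so blocking glycosylation raises the light; 0% = median of neutral control wells and 100% = median of 100 nM tunicamycin wells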
ABCB6 inh 2 – blocks the human ABCB6 transporter | Q9NP58 | K562-ABCB6 porphyrin accumulation, flow cytometry, 1 h; active compounds read low | fluorescence ratio to DMSO, % at 10 µM | 360,000 compounds, 0.19% hits;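 active = fluorescence ratio to DMSO below 75%, the collection mean minus 3 SD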;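 note: signal is porphyrin accumulated inside mitochondria; 100% equals median channel fluorescence of DMSO control wells; lower ratio means ABCB6 inhibition with less porphyrin fluorescence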
Target sequence (Q9NP58 whole entry, looked up): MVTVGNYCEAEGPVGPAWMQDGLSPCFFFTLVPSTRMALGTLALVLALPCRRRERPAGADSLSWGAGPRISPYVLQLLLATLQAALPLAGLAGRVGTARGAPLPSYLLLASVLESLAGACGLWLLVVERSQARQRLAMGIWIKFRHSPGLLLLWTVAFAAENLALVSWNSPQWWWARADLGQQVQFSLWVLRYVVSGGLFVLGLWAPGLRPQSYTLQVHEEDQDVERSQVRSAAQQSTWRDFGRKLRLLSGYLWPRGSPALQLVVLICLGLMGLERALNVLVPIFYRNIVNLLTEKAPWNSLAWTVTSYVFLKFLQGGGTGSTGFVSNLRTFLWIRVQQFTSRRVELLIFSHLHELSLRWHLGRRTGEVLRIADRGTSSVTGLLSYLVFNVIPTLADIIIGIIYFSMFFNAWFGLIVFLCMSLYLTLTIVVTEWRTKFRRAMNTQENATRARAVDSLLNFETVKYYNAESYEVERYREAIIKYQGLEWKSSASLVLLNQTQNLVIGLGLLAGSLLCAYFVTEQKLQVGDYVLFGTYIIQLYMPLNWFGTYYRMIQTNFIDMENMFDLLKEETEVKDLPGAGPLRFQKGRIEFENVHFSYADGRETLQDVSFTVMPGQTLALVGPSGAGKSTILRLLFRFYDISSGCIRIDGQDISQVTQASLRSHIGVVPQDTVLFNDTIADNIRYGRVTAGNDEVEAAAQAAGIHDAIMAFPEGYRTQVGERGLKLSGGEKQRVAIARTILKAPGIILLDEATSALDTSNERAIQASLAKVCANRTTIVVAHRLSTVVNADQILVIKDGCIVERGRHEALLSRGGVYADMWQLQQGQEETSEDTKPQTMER
MC4R ag barr – agonists of human melanocortin 4 receptor (MC4R) beta-arrestin. P32245. AID 540308. U2OS MC4R beta-arrestin complementation, luminescence; percent of melanotan II response, DMSO zero. 360,000 compounds, 0.98% hits. activation, % at 8.9 µM;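 active = activation above a per-plate cutoff, the mean activation of sample wells on that plate plus 3 SD, cut at about 8% in these data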
MC4R antag cAMP – antagonists of human melanocortin 4 receptor (MC4R); P32245; MC4R-expressing cells, MTII-stimulated cAMP, LANCE TR-FRET; inhibition, % at 6.5 µM; 360,000 compounds, 0.48% hits;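 active = inhibition above its plate's cutoff, the mean of tested wells on that plate plus 3 SD, cut at about 29% in these data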;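 note: 0% = Melanotan II alone and 100% = Melanotan II plus saturating MCL0020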
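Material: human MC4R-expressing U2OS cells. Probe or stimulus: Melanotan II challenge. Dosing: 6.5 µM single dose. Times: 30-min compound, 1-h challenge, 1-h detection, room temperature. Technique: TR-FRET with Eu-cAMP and labeled anti-cAMP, 671 nm. Replication: singlicate.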
HTR2A ag – agonists of mouse serotonin 5-HT2A receptor (HTR2A); 360,000 compounds, 0.66% hits; activation, % at 7.6 µM; CHO-K1 mHTR2A beta-arrestin complementation, luminescence; percent of 30 µM serotonin response;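 active = activation above a run cutoff, the mean activation of all tested compounds plus 3 SD, cut at about 14% in these data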;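 note: 0% = plate median of compound wells and 100% = 30 µM serotonin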
SRC2 inh – human SRC2 (NCOA2) inhibition | Q15596 | HEK293 GAL4-SRC2 luciferase reporter, luminescence | inhibition, % at 9 µM | 370,000 compounds, 0.17% hits;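 active = inhibition above the mean inhibition of all tested compounds plus 3 SD, set per campaign, cut at about 52% in these data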;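 note: 0% = DMSO treated cells and 100% = cells given Gossypol at 36 µM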
Cardio protect – protects H9c2 cardiomyocytes from peroxide injury; H2O2 injury protection, ATPLite, 2 h; protection from H2O2 cell death, % at 20 µM; 360,000 compounds, 0.63% hits;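 active = compounds giving at least 50% protection of heart cells from peroxide-induced death in the single-dose screen, raw or plate-pattern-corrected value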;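 note: 0% = DMSO wells with peroxide and 100% = DMSO wells without peroxide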
TLR9-MyD88 block – blocks human TLR9 binding to MyD88; CHO BLA complementation TLR9-MyD88, CCF4 FRET ratio; inhibition, % at 4.98 µM; Q9NR96+Q99836; 340,000 compounds, 0.21% hits;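 active = inhibition above the mean over all tested compounds plus 3 SD, cut at about 21% in these data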;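 note: 0% = DMSO only wells and 100% = clavulanate BLA inhibitor control wells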
Active calls of the source: *; · = not tested or not shown. Some of the compounds tested, so the mix of outcomes need not match the whole.

SMILES	ABHD5 PLIN5 PPI	NOD2-RIPK2 inh	N-glyco inh	ABCB6 inh 2	MC4R ag barr	MC4R antag cAMP	HTR2A ag	SRC2 inh	Cardio protect	TLR9-MyD88 block
CC1(N=Cc2cc(Cl)ccc2O)COP(=O)(Nc2ccccc2)OC1 (configuration not stated)	-3	-12	0	100	-0.2	8	2	-11	32	5
Cc1cc[n+](-c2nc3ccccc3nc2C(=C=[N-])C#N)cc1	2	5	2	96	-1.5	-2	-1	15	4	3
CCOC(=O)C1(Cc2cccc(F)c2)CCN(Cc2cnn(CC)c2C)CC1	1	-8	-3	101	-0.1	9	-3	-19	6	·
CCOC(=O)N1CCN(C(=O)c2cn(-c3ccc(C)c(C)c3)c(=O)c3ccccc23)CC1	5	-2	2	99	2.1	5	3	10	16	16
CCN(CC)C(=O)Oc1ccc2oc(=O)cc(-c3cc4cccc(OC)c4o3)c2c1	1	0	-4	91	-2.7	-17	3	-3	40	-3
Cc1ccc(-n2nnnc2SCC(=O)N2Cc3ccccc3CC2C(=O)O)cc1 (configuration not stated)	-1	-9	0	97	0.8	3	1	-1	-1	9
CCN(CC)C(=O)[C@H]1C[C@H](CC(=O)NC/C=C(\C)CCC=C(C)C)C(=O)N2CCc3c([nH]c4cc(CCC(=O)N(C)C)ccc34)[C@]12C	0	-7	-1	100	1.6	17	-2	·	-34	-5
CCOc1ccc(-c2c(C(=O)N/N=C/c3ccccc3)nnn2-c2nonc2N)cc1	-4	2	0	100	-1.3	1	-3	-6	-10	0
CNC(=O)C(=O)NCC1CCCN1S(=O)(=O)c1cccs1 (configuration not stated)	10	-1	3	92	-4.6	-2	3	-12	5	2
CC(C)N1CCN(Cc2cccn2-c2cccnc2)CC1CCO (configuration not stated)	0	-8	2	100	-2.5	-1	0	16	29	5
O=C1C2CCCN2C(c2ccccc2F)N1c1cccc(Cl)c1 (configuration not stated)	-3	-2	-1	100	-1.8	1	3	5	2	2
O=C(O)c1cccc(Nc2nc(-c3cc4ccccc4oc3=O)cs2)c1	-1	0	2	100	0.3	4	1	-64	-2	5
O=C(CSc1ncnc2nc[nH]c12)Nc1ccc(Br)cc1Cl	-1	0	-1	94	0.7	8	2	7	18	-7
O=C(NCc1ccncc1)C1CCN(S(=O)(=O)Cc2ccccc2)CC1	-2	-6	0	101	-1.8	0	1	4	3	-13
Cc1cc(Cl)cc(C)c1OCC(=O)N1CCN(c2ncccn2)CC1	-1	0	2	95	-3.8	2	2	3	3	-8
COc1ccc(/C=C/C(=O)NCCc2c[nH]c3ccccc23)cc1OC	-4	5	-1	91	-0.6	10	-2	8	10	-7
COc1ccccc1CNC(=O)c1cnn2c(C(F)F)cc(C)nc12	2	-5	3	95	-1.2	-32	-7	1	-2	3
COc1cccc(/C=C/C(=O)OCC(=O)N2c3ccccc3CC2C)c1OC (configuration not stated)	11	-1	1	101	-1.1	6	-5	-18	-4	-1
COC(=O)c1c(C(=O)OC)c(-c2ccc(Cl)c(Cl)c2)n2c1CCC2	-1	6	-1	93	0.7	0	-8	·	-17	-3
CCCCC(NC(=O)c1ccc(Cl)cc1)C(=O)O (configuration not stated)	4	-5	0	97	1.3	17	4	-29	-1	-12
Cn1c(SCC(=O)NC2CCCC2)nnc1-c1ccc(S(=O)(=O)N2CCOCC2)cc1	1	1	3	93	0.1	4	1	-20	-2	-13
COC(=O)c1ccc(/C=N/Nc2nc(-c3ccccc3)cs2)cc1	-5	9	2	97	-3.5	-8	13	-39	3	-3
O=C(NCCN1CCOCC1)c1c(O)nc2ccccn2c1=O	-12	1	0	97	1.6	3	1	-30	0	3
Cc1cc(=O)n(C(C)c2ccccc2)n1C(C)c1ccccc1 (configuration not stated)	-5	2	-1	93	0.0	0	6	-12	7	-14
N#Cc1c2c(c(Nc3ccc(F)cc3)n3c1nc1ccccc13)CCCC2	-5	5	-6	121	4.2	15	1	0	0	4
COc1ccc(CNc2nc(SCC(=O)NCc3ccco3)nc3ccccc23)cc1	-1	-12	1	98	-2.7	-1	-10	-8	6	-2
CCOC(=O)c1c(NC(=O)CSc2nccn2C)sc(C(=O)NC)c1C	7	1	4	98	-0.2	10	4	-1	10	8
Cc1oc2ccccc2c1-c1cn2c(n1)SCC2	-6	-1	7	103	-2.4	0	4	-12	9	-7
CN(C)C(=O)c1cc([N+](=O)[O-])ccc1O	-2	3	0	99	-4.5	7	-4	-17	-5	-10
CCC(C(=O)Nc1c(C)cccc1C)n1c(-c2cc(C)cs2)nc2ccccc21 (configuration not stated)	-2	-13	·	·	·	·	1	1	·	·
O=C(c1cc(=O)c2ccccc2o1)N(Cc1ccccc1)C1CCS(=O)(=O)C1 (configuration not stated)	-2	-7	2	99	-0.8	-1	-3	0	10	-2
CC(C)CC(c1nnnn1CC1CCCO1)N1CCN(Cc2ccc3c(c2)OCO3)CC1 (configuration not stated)	5	-19	0	91	3.6	-7	-2	-15	-4	0
COc1ccc(NC(=O)CCS(=O)(=O)c2cccc3nonc23)cc1Cl	5	-8	1	100	-1.3	6	-1	3	-3	-2
Fc1ccccc1CNc1ccc(Cl)cc1	1	-9	-4	99	2.6	-10	1	2	-6	3
Cc1ccc(S(=O)(=O)N2CCOCC2)cc1NC(=O)COC(=O)c1cncc(Br)c1	-3	6	2	96	-1.4	4	8	-2	4	-15
S=C(NCCCN1CCOCC1)N1CCN(c2ccccc2)CC1	-6	-6	0	100	-0.7	-3	-4	-40	6	-13
Cc1cccc(N(C(=O)CCC(=O)Nc2cc(C)on2)C(C(=O)NC2CCCC2)c2ccc(C)o2)c1 (configuration not stated)	-2	6	-2	100	0.6	5	2	-30	-2	15
COc1ccccc1CNS(=O)(=O)CCNC(=O)c1ccccc1	2	-7	2	95	-0.3	4	1	1	4	-8
CNC(=O)COC(=O)c1ccc(Cl)c(S(N)(=O)=O)c1	-2	-1	1	97	-1.1	10	-5	4	1	-7
COc1ccc(NC(=O)c2c(C)cc(=O)oc2C)c(OC)c1	4	2	-1	103	-0.5	3	-1	-8	-6	4

4 records drawn at random from those above, as already listed:
SMILES	ABHD5 PLIN5 PPI	NOD2-RIPK2 inh	N-glyco inh	ABCB6 inh 2	MC4R ag barr	MC4R antag cAMP	HTR2A ag	SRC2 inh	Cardio protect	TLR9-MyD88 block
CCOC(=O)c1c(NC(=O)CSc2nccn2C)sc(C(=O)NC)c1C	7	1	4	98	-0.2	10	4	-1	10	8
COc1ccc(NC(=O)c2c(C)cc(=O)oc2C)c(OC)c1	4	2	-1	103	-0.5	3	-1	-8	-6	4
COc1ccc(CNc2nc(SCC(=O)NCc3ccco3)nc3ccccc23)cc1	-1	-12	1	98	-2.7	-1	-10	-8	6	-2
CNC(=O)COC(=O)c1ccc(Cl)c(S(N)(=O)=O)c1	-2	-1	1	97	-1.1	10	-5	4	1	-7

The listing continues.
SMILES	ABHD5 PLIN5 PPI	NOD2-RIPK2 inh	N-glyco inh	ABCB6 inh 2	MC4R ag barr	MC4R antag cAMP	HTR2A ag	SRC2 inh	Cardio protect	TLR9-MyD88 block
CC(NC(=O)C1CCC(C)(C(=O)O)C1(C)C)c1ccccc1 (configuration not stated)	3	1	1	102	2.5	15	4	-5	3	0
CCC(CC)C(=O)N(C)c1c(C)nc2c(OCCOc3ccccc3)cccn12	8	1	0	97	-2.5	-5	3	24	4	·
O=C(OCc1ccc(Cl)c(Cl)c1)c1ccccn1	7	-3	1	83	0.6	2	-1	5	-5	-1
O=CNc1ccccc1	2	-13	5	101	-1.5	4	0	13	-2	7
CC12CCC3c4ccc(OCC(=O)O)cc4CCC3C1CCC2=O (configuration not stated)	9	-8	0	99	1.2	9	10	-20	0	6
CCCN(C(=O)COC(=O)CCOc1ccc(C)cc1)c1c(N)n(Cc2ccccc2)c(=O)[nH]c1=O	-5	6	2	92	0.5	-3	1	-13	-8	2
Cc1c(OCC(=O)NCc2ccccn2)ccc2c3c(c(=O)oc12)CCCC3	1	-1	0	94	-2.5	6	-2	-9	9	-9
COc1cc(N2CCCC2)c(OC)cc1/C=C(/C#N)c1ccc(Br)cc1	-2	2	-1	361	-2.5	5	-3	12	-7	7
Cc1ccc(/C=c2\sc3n(c2=O)CN(c2cccc(Br)c2)CN=3)o1	8	3	6	96	-1.2	-6	-1	9	2	0
O=C(CC[C@H]1O[C@@H](n2cnc3c(NC(=O)c4ccccc4)ncnc32)[C@H](O)[C@@H]1O)NCC(c1ccccc1)c1ccccc1	-4	-6	0	94	·	·	-1	-13	3	·
O=c1[nH]c(/C=C\c2cccc(O)c2)nc(O)c1[N+](=O)[O-]	52*	-12	3	98	-1.4	-5	-2	-15	-1	-4
Cc1ccc2nc(-c3ccc(NS(C)(=O)=O)cc3)cc(-c3ccccc3)c2c1	-10	2	-6	101	3.7	7	5	8	-6	6
COc1ccc([N+](=O)[O-])c(S(=O)(=O)c2ccc(Cl)cc2)n1	39*	21*	-13	110	-2.7	15	-8	36	-20	-3
Oc1ccc(/C=N/n2c(-c3ccco3)csc2=Nc2cccnc2)c(O)c1	8	-1	-13	91	4.7	-14	-1	-25	20	1

Sorted by the number under TLR9-MyD88 block (highest first): 7 of the compounds above.
Molecule | ABHD5 PLIN5 PPI | NOD2-RIPK2 inh | N-glyco inh | ABCB6 inh 2 | MC4R ag barr | MC4R antag cAMP | HTR2A ag | SRC2 inh | TLR9-MyD88 block
O=CNc1ccccc1 | 2 | -13 | 5 | 101 | -1.5 | 4 | 0 | 13 | 7
Cc1ccc2nc(-c3ccc(NS(C)(=O)=O)cc3)cc(-c3ccccc3)c2c1 | -10 | 2 | -6 | 101 | 3.7 | 7 | 5 | 8 | 6
CCCN(C(=O)COC(=O)CCOc1ccc(C)cc1)c1c(N)n(Cc2ccccc2)c(=O)[nH]c1=O | -5 | 6 | 2 | 92 | 0.5 | -3 | 1 | -13 | 2
Oc1ccc(/C=N/n2c(-c3ccco3)csc2=Nc2cccnc2)c(O)c1 | 8 | -1 | -13 | 91 | 4.7 | -14 | -1 | -25 | 1
Cc1ccc(/C=c2\sc3n(c2=O)CN(c2cccc(Br)c2)CN=3)o1 | 8 | 3 | 6 | 96 | -1.2 | -6 | -1 | 9 | 0
O=C(OCc1ccc(Cl)c(Cl)c1)c1ccccn1 | 7 | -3 | 1 | 83 | 0.6 | 2 | -1 | 5 | -1
O=c1[nH]c(/C=C\c2cccc(O)c2)nc(O)c1[N+](=O)[O-] | 52* | -12 | 3 | 98 | -1.4 | -5 | -2 | -15 | -4
